# VIM-2 inhibitor – blocks Pseudomonas aeruginosa VIM-2 metallo-beta-lactamase; purified VIM-2, nitrocefin hydrolysis, epi-absorbance fluorescence; inhibition, % at 5.6 µM; 290,000 compounds, 0.89% hits;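 active = inhibition above the mean of all tested compounds plus 3 SD, cutoff set per screening run, cut at about 7.5% in these data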;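 note: red hydrolysis product quenches plate fluorescence so inhibitors raise well fluorescence; 0% = enzyme with DMSO and 100% = DMSO without enzyme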
# IDE cell activ – boosts human insulin-degrading enzyme activity in HEK cells | FAbeta-B cleavage, fluorescence polarization; 0% vehicle, 100% cell-free pure enzyme wells | 340,000 compounds, 0.073% hits | activation, % at 5.96 µM | AID 493087;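 active = activation above the mean of all tested compounds plus 3 SD, set per screening campaign, cut at about 17% in these data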
# NS3 helicase inh – inhibitors of Hepatitis C virus NS3 helicase | NS3 helicase DNA unwinding, Cy5 molecular beacon fluorescence | inhibition, % at 10.9 µM | 290,000 compounds, 0.56% hits | AID 1800;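 active = inhibition above the mean of all tested compounds plus 3 SD, set per campaign, cut at about 35% in these data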;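 note: 0% = DMSO wells and 100% = thioflavine S control wells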
#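 System: HCV NS3 helicase fragment; control set: DMSO and thioflavine S; technique: Cy5 fluorescence at 0 and 60 min, beacon hairpin quenching; reagent: beacon DNA duplex substrate plus ATP; replicates: singlicate; schedule: 1 h reaction at 25 °C, ATP-initiated; medium: MOPS buffer pH 6.5 with MgCl2, DTT, Tween20, BSA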
# IDE cell inh – inhibits human insulin-degrading enzyme in HEK cells | inhibition, % at 5.59 µM | 320,000 compounds, 0.41% hits | FAbetaB cleavage, fluorescence polarization | AID 434962;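 active = percent inhibition above the average of all tested compounds plus 3 SD, set per screening campaign, cut at about 16% in these data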;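 note: IDE supplied by intact live HEK cells; FP after avidin binding of uncleaved biotin substrate so inhibition keeps polarization high; 0% = DMSO wells and 100% = 60 µM reference IDE inhibitor Ii1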
# CRFBP-R2 block – antagonists of CRF-binding protein/CRF-R2 receptor complex | HEK293 CRF-R2/CRF-BP, CRF-induced calcium fluorescence | inhibition, % at 11.8 µM | 350,000 compounds, 0.59% hits;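 active = inhibition of the ligand-induced calcium signal above about 50% at the single tested concentration, limit read from the data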
# pCIP destab – compounds decreasing mouse p/CIP protein stability; F442A p/CIP-EGFP cells, EGFP fluorescence, 16 h; decrease of EGFP signal, % at 10 µM; 290,000 compounds, 0.01% hits; AID 1984;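 active = EGFP signal decrease of at least 30% at 10 µM or well 3 SD below plate mean, unless failing retest; inactive = the rest, including hits failing retest or dose response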; note: some compounds called inactive have numbers as strong as hits; many of its hits are not listed in these tables
# IMP-1 inh – inhibitors of Pseudomonas aeruginosa IMP-1 metallo-beta-lactamase. purified IMP-1, nitrocefin hydrolysis, epi-absorbance fluorescence. inhibition, % at 5.6 µM. 290,000 compounds, 0.45% hits. AID 1556;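 active = inhibition above the mean plus 3 SD of all compounds in the same screening run, cut at about 4.5% in these data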;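 note: 0% = IMP-1 with DMSO and 100% = DMSO wells lacking enzyme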
#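 System: purified recombinant IMP-1 beta-lactamase. Medium: Zinc- and detergent-supplemented HEPES buffer, pH 7.1. Compound: one 5.6 µM dose […]. Schedule: 15 min preincubation plus 25 min reaction at 25 °C. Technique: Epi-absorbance fluorescence, 480 nm excitation, 530 nm emission.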
# UBC9 SUMO inh – SUMOylation inhibition; P63279; HTRF SUMOylation assay, SAE1/SAE2 + UBC9, in vitro; inhibition, % at 35 µM; 290,000 compounds, 0.36% hits; in the data active = inhibition above about 50%, passing the limit was not always enough; note: strong numbers were not always called active
# Target sequence (P63279 whole entry, looked up): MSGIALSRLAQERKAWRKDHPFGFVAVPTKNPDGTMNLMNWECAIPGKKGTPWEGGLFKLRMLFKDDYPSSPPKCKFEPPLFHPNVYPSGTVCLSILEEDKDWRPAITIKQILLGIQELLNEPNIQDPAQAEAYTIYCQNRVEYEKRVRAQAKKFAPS
# GalR3 antag – antagonists of human GalR3; O60755; HEK293 GalR3-CNG cAMP membrane potential fluorescence; galR3 body fused to GalR1 C-terminus; inhibition, % at 3 µM; 360,000 compounds, 0.44% hits;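 active = inhibition above the screen-wide average plus 3 SD, cut at about 13% in these data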;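 note: forskolin and galanin both at EC90 stimulate the cells; cAMP rise reported by CNG channel membrane potential dye signal; 0% = forskolin plus galanin with DMSO and 100% = forskolin alone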
# Target sequence (O60755 1-299 limits assumed): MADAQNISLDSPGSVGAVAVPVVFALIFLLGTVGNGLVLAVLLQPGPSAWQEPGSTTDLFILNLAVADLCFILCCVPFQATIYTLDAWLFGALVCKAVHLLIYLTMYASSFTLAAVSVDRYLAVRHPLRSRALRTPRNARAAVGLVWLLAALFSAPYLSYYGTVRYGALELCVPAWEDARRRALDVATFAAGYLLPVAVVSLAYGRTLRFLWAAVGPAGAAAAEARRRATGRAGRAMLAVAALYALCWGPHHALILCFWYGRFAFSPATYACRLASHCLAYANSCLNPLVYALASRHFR
# Starred values were filed as active, the others as inactive; . = no result given.
SMILES,VIM-2 inhibitor,IDE cell activ,NS3 helicase inh,IDE cell inh,CRFBP-R2 block,pCIP destab,IMP-1 inh,UBC9 SUMO inh,GalR3 antag
COc1ccc(CN2CCNC(=O)C2CC(=O)NC2CC(C)(C)CC(C)(C)C2)cc1OC (stereo not drawn),-2.3,6,-26,-7,-6,-26,-3.8,11,-6
Cc1ccc(C(=C2C3C=CC2C2C(=O)NC(=O)C32)c2ccc(C)cc2)cc1 (stereo not drawn),-0.7,0,8,4,2,6,-3.2,-15,.
Cn1cc(S(=O)(=O)NCc2ccc(Cl)cc2)c(=O)n(C)c1=O,-3.2,5,1,2,4,-1,-2.2,-19,1
CCOC(=O)c1ccc(NC(=O)c2nc[nH]c2C(=O)N2CCc3ccccc3C2)cc1,.,-3,.,5,1,-6,.,-9,1
COc1ccc(N=Nc2ccc(O)c(P(=O)(c3ccccc3)c3ccccc3)c2)cc1,-4.2,-1,0,-1,25,-4,-4.0,-13,-2
O=C(c1cnccn1)N(c1ccccc1)C1(C(=O)NC2CCCCC2)CCCCC1,-2.5,-2,-1,2,22,-12,-3.5,-2,0
O=c1[nH][nH]c(-c2ccccc2O)c1C(C[N+](=O)[O-])c1cccc(Cl)c1 (stereo not drawn),-0.6,-3,1,1,0,-12,-3.6,7,-5
CCC(Sc1nc2ccccc2[nH]1)C(=O)Nc1ccc(NC(C)=O)cc1 (stereo not drawn),-5.3,1,6,8,-8,-9,-4.5,2,-2
CCO[C@H]1OC(C(=O)NCc2ccccc2)=C[C@@H](C(C)(C)C)[C@@H]1CCCO,.,5,.,0,-2,.,.,.,5
COCCCn1c(SCc2nnc(-c3ccc(OC)c(OC)c3)o2)nc2ccccc2c1=O,-0.4,1,1,-1,10,-13,-1.3,8,6
CNC(=O)NC(=O)C(C)Oc1ccccc1F (stereo not drawn),-2.4,7,5,0,5,4,-0.8,-8,-3
O=C(Nc1ccccc1)N1CCC(C(=O)N2CCCC(C(F)(F)F)C2)CC1 (stereo not drawn),-1.9,-2,-4,4,5,-14,-3.0,4,-2
Cc1c(C(=O)O)sc(S(=O)(=O)N2CCN(C(=O)Cc3ccccc3Cl)CC2)c1C(=O)O,.,3,.,2,7,.,.,.,4
Cc1cc(-c2n[nH]c(=S)n2Cc2ccco2)n(C)n1,-2.2,2,6,0,2,11,-5.3,14,-7
COc1cc2c(cc1OC)-c1cc(N3CCCc4ccccc43)nc(=O)n1CC2,-0.5,1,1,-5,31,6,-3.2,20,47*
Cc1ccc(S(=O)(=O)NC(=O)Nc2ccccc2F)cc1,-3.0,-1,-1,1,-13,6,-2.1,12,9
CC(C)c1nc2n[nH]c(N)c2c2c1CSC(C)(C)C2,-2.6,4,-6,1,-13,-28,3.4,19,-1
O=C1NC(c2ccccc2)=C(c2nc3ccccc3s2)C(c2ccccc2)N1 (stereo not drawn),0.8,6,39*,3,-20,-7,-0.1,6,-5
COc1cc(OC)c(C(=O)OCC(=O)NCCC2=CCCCC2)cc1OC,.,7,.,-2,2,.,.,.,1
CC(=O)Nc1ccc(S(=O)(=O)N(C)CC(=O)Nc2ccccc2N2CCOCC2)cc1,-0.1,2,-4,0,6,-9,-2.5,6,-3
O=C(Cn1cc(C(F)(F)F)cc(Cl)c1=O)NCCc1ccccc1,-4.6,1,-9,-14,10,-1,-3.5,-2,-11
COc1ccc(S(=O)(=O)N(C)CC(=O)NCCC2=CCCCC2)cc1C,-3.7,2,7,-4,-14,-4,-4.1,9,-5
Cc1c(NS(=O)(=O)c2ccc(Cl)c(C(=O)OCC(=O)NCc3ccco3)c2)c(=O)n(-c2ccccc2)n1C,1.5,1,1,-3,-2,3,-2.7,4,4
COc1ccc(C(OCC(O)CNCCc2ccc(S(N)(=O)=O)cc2)c2ccc(OC)cc2)cc1 (stereo not drawn),-3.9,3,-55,3,-6,-6,-1.3,0,-8
CN(C)c1ccc(P(=O)(Nc2cccc(C(F)(F)F)c2)N2CCOCC2)c(NC(=O)c2cccs2)c1 (stereo not drawn),-1.9,0,-5,-5,6,4,-2.6,-14,-1
CCCCN(CC(=O)Nc1c(C)cccc1CC)C(=O)SCC,-4.8,3,7,3,-38,-6,-3.9,-1,.
CNC(=O)N1c2ccccc2C=Cc2ccccc21,-1.1,2,-6,2,15,-4,-1.6,2,-3
CC1=C(C(N)=O)C(c2ccccc2)n2nc(-c3cccc(C)c3)nc2N1 (stereo not drawn),-0.9,4,-6,-3,-7,-1,3.3,2,-2
Cc1ccc(C2C(C(=O)O)c3ccccc3C(=O)N2C)c(C)c1 (stereo not drawn),-2.5,1,0,-2,0,-7,-4.2,12,-3
CCSc1nc(=O)n(-c2ccccc2)c(C)c1C(C)=S,-0.4,2,-1,0,-12,4,-1.5,6,-6

# Eleven compounds out of the list, ordered by number of heavy atoms, lowest first:
SMILES,VIM-2 inhibitor,IDE cell activ,NS3 helicase inh,IDE cell inh,CRFBP-R2 block,pCIP destab,IMP-1 inh,UBC9 SUMO inh,GalR3 antag
CNC(=O)N1c2ccccc2C=Cc2ccccc21,-1.1,2,-6,2,15,-4,-1.6,2,-3
CCSc1nc(=O)n(-c2ccccc2)c(C)c1C(C)=S,-0.4,2,-1,0,-12,4,-1.5,6,-6
CCCCN(CC(=O)Nc1c(C)cccc1CC)C(=O)SCC,-4.8,3,7,3,-38,-6,-3.9,-1,.
O=C(Cn1cc(C(F)(F)F)cc(Cl)c1=O)NCCc1ccccc1,-4.6,1,-9,-14,10,-1,-3.5,-2,-11
COc1ccc(S(=O)(=O)N(C)CC(=O)NCCC2=CCCCC2)cc1C,-3.7,2,7,-4,-14,-4,-4.1,9,-5
COc1cc(OC)c(C(=O)OCC(=O)NCCC2=CCCCC2)cc1OC,.,7,.,-2,2,.,.,.,1
O=C1NC(c2ccccc2)=C(c2nc3ccccc3s2)C(c2ccccc2)N1 (stereo not drawn),0.8,6,39*,3,-20,-7,-0.1,6,-5
CC(=O)Nc1ccc(S(=O)(=O)N(C)CC(=O)Nc2ccccc2N2CCOCC2)cc1,-0.1,2,-4,0,6,-9,-2.5,6,-3
COc1ccc(C(OCC(O)CNCCc2ccc(S(N)(=O)=O)cc2)c2ccc(OC)cc2)cc1 (stereo not drawn),-3.9,3,-55,3,-6,-6,-1.3,0,-8
CN(C)c1ccc(P(=O)(Nc2cccc(C(F)(F)F)c2)N2CCOCC2)c(NC(=O)c2cccs2)c1 (stereo not drawn),-1.9,0,-5,-5,6,4,-2.6,-14,-1
Cc1c(NS(=O)(=O)c2ccc(Cl)c(C(=O)OCC(=O)NCc3ccco3)c2)c(=O)n(-c2ccccc2)n1C,1.5,1,1,-3,-2,3,-2.7,4,4

# Remaining list, next part:
SMILES,VIM-2 inhibitor,IDE cell activ,NS3 helicase inh,IDE cell inh,CRFBP-R2 block,pCIP destab,IMP-1 inh,UBC9 SUMO inh,GalR3 antag
O=C1C(Cc2ccc(O)cc2)NC(=S)N1Cc1ccccc1 (stereo not drawn),-3.4,1,4,0,7,-4,-3.7,7,-8
O=C(N/N=C/c1ccc(O)c(O)c1)c1ccc(CSc2cccc3cccnc23)cc1,1.4,10,3,8,77*,8,-3.3,-2,-3
CSc1nnc(Cn2c(=O)sc3ccccc32)n1-c1ccccc1,-2.2,3,2,0,2,-1,-5.3,0,2
CCCN1CCN(C(=O)c2nn(-c3ccc(OC)cc3)c(=O)c3c2c2ccccc2n3C)CC1,-1.7,4,16,2,-11,5,-2.8,1,-5
CC(C)(C)C1CCC(OCC(O)CN2CCCC2)CC1 (stereo not drawn),1.9,3,-7,-1,-8,3,-0.3,-4,-2
CN(CC(=O)Nc1ccc(F)cc1)c1ccc(S(=O)(=O)N2CCCC2)cn1,-1.5,2,1,-4,2,-25,-3.7,-5,0
Cc1ccc(-n2nc(C(=O)NCc3ccco3)c3c4ccccc4n(C)c3c2=O)cc1,-0.5,0,-1,3,-10,1,-2.2,26,-3
CCCCNC(=O)CCn1c(=O)c2ccccc2n(Cc2cc(C)ccc2C)c1=O,0.8,3,4,5,9,-20,-3.2,12,-4
CCN(C(=S)Nc1ccc(C(C)=O)cc1)C1CCCCC1,-3.3,1,-3,-6,-12,-13,-3.1,9,-4
CCOC(=O)CC(NC(=O)c1ccc(C)cc1)c1ccc(C)cc1 (stereo not drawn),-2.4,2,5,-1,-1,-4,-2.3,-7,2
CSc1nc(N)nc2c1ncn2CC(=O)NCc1ccc2c(c1)OCO2,.,1,.,-3,-9,.,.,.,-3
O=C(Nc1ccncc1)C1CCN(S(=O)(=O)c2ccc(Cl)c(C(F)(F)F)c2)CC1,.,1,.,-2,-7,.,.,.,-7
Cc1nn(C)cc1/C=C1\CCC/C(=C\c2cn(C)nc2C)C1=O,-0.2,0,-4,-3,7,-11,0.2,17,-6
Nc1nc(SCC(=O)Nc2ncc(Cl)cc2Cl)n[nH]1,.,2,.,4,0,.,.,.,-6
COc1cc2c(cc1OC)C(=O)N1[C@H]3c4ccccc4OC[C@@H]3[C@H](c3ccccc3)[C@]1(C)C(=O)N2,.,-2,.,0,15,.,.,.,0
Cc1ccnc(NS(=O)(=O)c2ccc(NC(=O)c3oc4ccccc4c3C)cc2)n1,-6.7,6,-5,-3,-11,-10,-5.8,14,-2
CC1CCN(C(=O)c2ccc3c(c2)NC(=O)CN3)CC1,-1.3,.,-1,14,-4,-2,-3.6,7,-5
COC(=O)C1=NN(C(=O)c2ccc(Br)cc2)C(O)(C(C)(C)C)C1 (stereo not drawn),-2.4,-2,-1,.,17,-8,-2.5,10,4
Cc1cccc(NC(=O)C(C)OC(=O)c2ccccc2NS(=O)(=O)c2cc(C)c(C)c([N+](=O)[O-])c2)c1 (stereo not drawn),-0.7,-2,3,5,-26,4,0.0,-8,-4
O=C1C2C3CCC(O3)C2C(=O)N1c1cccc(O)c1 (stereo not drawn),-2.8,5,5,6,-6,2,-3.3,5,-2
O=C(N/C=N/OCc1ccc(Cl)cc1Cl)NOCc1c(Cl)cccc1Cl,-7.1,0,-1,2,-22,-2,-3.7,2,-2
CCOC(=O)CSC1=C(C#N)C(c2ccccc2OCC)C(C#N)C(=O)N1 (stereo not drawn),0.1,0,16,0,14,-11,-0.6,7,1
COc1ccc(NC(=O)CCc2nc3ccccc3c(=O)[nH]2)cc1S(=O)(=O)N1CCCCC1,.,-6,.,-4,-14,.,.,.,-3

# Compound activity (PubChem)
